Compound activity as filed in PubChem.
SKBR3 24h inh: SK-BR-3 proliferation inhibitors, primary screen, cell-based, human, 24 h | viability, % at 10 µM | SK-BR-3 viability, CellTiter-Glo ATP luminescence; active compounds read low | 41,000 compounds, 0.47% hits;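 active = viability at or below the median of all test compounds minus 3 SD, in both replicates if run twice, cut at about 45% in these data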;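 also: 100% = median untreated cell wells and 0% = median positive control drug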
* marks the source's active call; other numbers are inactive results.

SMILES	SKBR3 24h inh
O=C(Nc1ccon1)C1CCN(S(=O)(=O)c2cccs2)CC1	86
Cc1cc(S(=O)(=O)Nc2c(C(=O)O)[nH]c3ccccc23)ccc1F	97
CC1(C)NC(=O)N(CCCCOc2cccc(C(F)(F)F)c2)C1=O	94
Cc1cc(C2C(=O)C(C(=O)c3ccc(Cl)cc3)C(=O)CC2(C)C)on1 (stereo not given)	91
N#CC(C(=O)C1CCCCC1)c1nc2ccccc2[nH]1 (stereo not given)	83
COC1(OC)N=C(N)C2(C#N)C(c3ccc(F)cc3)C12C#N (stereo not given)	93
O=c1cc(CSc2ccc(S(=O)(=O)N3CCCCC3)cn2)nc2sccn12	77
CCC(CC)c1nnc(NS(=O)(=O)Cc2ccccc2)s1	92
CCCCn1c(C)nc2c(=O)n(C)c(=O)[nH]c21	102
O=C(COC(=O)CCc1c[nH]c(=O)[nH]1)Nc1ccccc1Cl	77
O=C(O)c1cccc(S(=O)(=O)Nc2ccc3oc(=O)sc3c2)c1	116
COc1ccc2c(=O)c3c(=O)n(Cc4ccco4)c(-c4cc(OC)c(OC)c(OC)c4)nc3oc2c1	27*
Oc1ccc(Cl)cc1CNc1ccc(Br)cn1	100
COc1ccc(C(=O)Nc2ccccc2C(=O)NCCCn2ccnc2)cc1	84
Cc1cc(NC(=O)CSc2nnc3c(C)cc4c(C)ccc(C)c4n23)no1	104
COC(=O)Cc1cc(=O)[nH]c(Nc2nc3ccccc3o2)n1	89
CCc1ccc(OCC(=O)NCc2ccco2)c(Br)c1	95
COc1ccc(CCNC2CC(C)N(C)CC2C)cc1OC (stereo not given)	129
C=CCn1c(SC(C)C(=O)NC2(C#N)CCCCC2)nnc1-c1ccc(OC)cc1 (stereo not given)	100
Cc1nc2c(c(=O)n1CCC1=CCCCC1)c1nc3ccccc3nc1n2/N=C/c1ccco1	92
Cn1c(=O)c2c(nc(OC/C=C/c3ccccc3)n2C)n(C)c1=O	94
CC(C)(C)CC(=O)N1CCC(c2nc3c(nnn3Cc3c(F)cccc3Cl)c(=O)[nH]2)CC1	67
Cc1ccc2cc3c(NC(=O)C(C)C)nn(C)c3nc2c1	104
O=C(Cn1ccc2ccccc2c1=O)NCCC(=O)Nc1cccnc1	109
CC1CCCN(c2ccc(C(=O)NCC3CCCO3)cn2)C1 (stereo not given)	105
O=c1[nH]c(CN2CCN(CCO)CC2)nc2ccccc12	85
COCCNS(=O)(=O)c1cc(-c2nn(C)c(=O)c3ccccc23)ccc1C	97
CC(=O)Cc1nsc(NC(=O)c2cc(-c3cccc(C(F)(F)F)c3)oc2C)n1	84
CSc1nc2cc(F)c(F)cc2n1C	113
CCOC(=O)c1oc2nc(C(C)C)c3c(c2c1N)CC(C)(C)OC3	78
c1ccc(C2NCCn3cccc32)cc1 (stereo not given)	96
CCCc1nnc(NC(=O)c2ccncc2)s1	104
COCCN1Cc2cccc(C(=O)Nc3cccnc3)c2C1=O	77
Cc1cc(-c2ccccc2C(=O)O)on1	134
Cc1nn(-c2ccccc2)c2c1C(c1c(C)[nH]c(C#N)c1C)C(C#N)=C(N)O2 (stereo not given)	88
O=C(CC1COc2ccccc2O1)NC1CCCCC1 (stereo not given)	97
Cc1ccc(C(C)C)c(OCCNc2nc3c(c(=O)n(C)c(=O)n3C)n2C)c1	93
CC(C)C(=O)Nc1ccc(NC(=O)c2cc3ccccc3o2)cc1	90
C=CCn1c(CSc2nc3ccccc3s2)nnc1SCC(=O)NCc1ccco1	125
CC1(C)Cc2c(c(-c3ccccc3)nc(N3CCCC3)c2C(N)=O)CO1	84
N#CCC(=O)N1CCCCCC1	107
CCn1c(Cn2nnc(-c3ccccc3)n2)nnc1SCC(=O)N1CCOCC1	88
COc1cccc(NC(=O)C2CCN(S(C)(=O)=O)CC2)c1	99
O=c1oc2c(CN3CCOCC3)c(O)c(Cl)cc2c2c1CCC2	86
O=C(O)c1ccc2c3c(ncnc13)-c1ccccc1C2=O	44*
Cc1cc(=O)oc(C)c1C(=O)N[C@@H]1CCCCNC1=O	87
CCOC(=O)C1CCN(C(=O)c2cccnc2)CC1	107
C=CCn1c(SCC(=O)O)nnc1-c1cccc(Cl)c1	96
Cc1nnc(SCC(=O)N2CCOCC2)n1C	108
CC(Sc1nc(N)cc(=O)[nH]1)C(=O)NC1CCCCC1 (stereo not given)	92
Cc1cc(Br)ccc1NC(=O)CCN1C(=O)c2ccncc2C1=O	88
OCCN(Cc1ccccc1)CC1CC2C=CC1C2 (stereo not given)	92
O=S(=O)(Cc1ccccc1Cl)Nc1ccccn1	112
COc1ccc(NC(=O)C2CCCN(S(=O)(=O)c3c(C)n[nH]c3C)C2)cc1 (stereo not given)	78
Cc1ccc2nc3c(cc2c1)CN(Cc1ccco1)C(=NCC1CCCO1)S3 (stereo not given)	84
O=C(CCc1ccccc1)Nc1ccc(NC(=O)c2ccco2)nc1	90
O=C(NCCC1=CCCCC1)NC1CCCCC1	103
COCCN1C=C(C(=O)OC)C(c2ccc(OC)c(OC)c2)C(C(=O)OC)=C1	94
CCn1c(N2CCN(CC(=O)Nc3cccc(C)c3C)CC2)nc2ccccc21	64
O=c1c(/C=N/O)coc2ccc3ccccc3c12	91

Carrying on.
SMILES	SKBR3 24h inh
Cc1ccc(-n2ncc(C(=O)NCc3ccc4c(c3)OCO4)c2NC(=O)c2ccco2)cc1C	100
C=CCOn1c(=O)c(=O)n(OCc2ccccc2)c2ccccc21	99
COCCCn1c(SCc2cc(=O)[nH]c3ccccc23)nnc1-c1ccco1	111
CC1CCN(CC(=O)N2c3ccccc3CCc3ccccc32)CC1	83
CC1(C)Cc2c(C#N)c(N3CCN(C(=O)c4ccco4)CC3)nc(Cc3ccccc3)c2CO1	88
CCc1c(C)nc(SCCOc2ccc(OC(C)C)cc2)[nH]c1=O	79
CO/N=C(\C(=O)N[C@@H]1C(=O)N2C(C(=O)O)=C(COC(N)=O)CS[C@H]12)c1ccco1	110
COc1ccc(-c2noc(CCC(=O)Nc3ccc(C)c(C)c3)n2)cc1	87
COc1ccc(N2C(=O)CCC(C(=O)Nc3cccc(C)n3)C2c2ccc(OC)c(OC)c2)cc1 (stereo not given)	105
Cc1ccc(OCC(=O)N2CCC(N3CCCCCC3)CC2)cc1	83
Cc1cnc(NC(=O)c2ccco2)s1	88
CC(C)c1ccc(-c2nc(N3CCCCC3)[nH]c(=O)c2C#N)cc1	105

A portion of the results above:
SMILES	SKBR3 24h inh
CC(Sc1nc(N)cc(=O)[nH]1)C(=O)NC1CCCCC1 (stereo not given)	92
Cc1cc(Br)ccc1NC(=O)CCN1C(=O)c2ccncc2C1=O	88
OCCN(Cc1ccccc1)CC1CC2C=CC1C2 (stereo not given)	92
O=S(=O)(Cc1ccccc1Cl)Nc1ccccn1	112
COc1ccc(NC(=O)C2CCCN(S(=O)(=O)c3c(C)n[nH]c3C)C2)cc1 (stereo not given)	78
Cc1ccc2nc3c(cc2c1)CN(Cc1ccco1)C(=NCC1CCCO1)S3 (stereo not given)	84
O=C(CCc1ccccc1)Nc1ccc(NC(=O)c2ccco2)nc1	90
O=C(NCCC1=CCCCC1)NC1CCCCC1	103
COCCN1C=C(C(=O)OC)C(c2ccc(OC)c(OC)c2)C(C(=O)OC)=C1	94
CCn1c(N2CCN(CC(=O)Nc3cccc(C)c3C)CC2)nc2ccccc21	64
O=c1c(/C=N/O)coc2ccc3ccccc3c12	91
Cc1ccc(-n2ncc(C(=O)NCc3ccc4c(c3)OCO4)c2NC(=O)c2ccco2)cc1C	100
C=CCOn1c(=O)c(=O)n(OCc2ccccc2)c2ccccc21	99
COCCCn1c(SCc2cc(=O)[nH]c3ccccc23)nnc1-c1ccco1	111
CC1CCN(CC(=O)N2c3ccccc3CCc3ccccc32)CC1	83
CC1(C)Cc2c(C#N)c(N3CCN(C(=O)c4ccco4)CC3)nc(Cc3ccccc3)c2CO1	88
CCc1c(C)nc(SCCOc2ccc(OC(C)C)cc2)[nH]c1=O	79
CO/N=C(\C(=O)N[C@@H]1C(=O)N2C(C(=O)O)=C(COC(N)=O)CS[C@H]12)c1ccco1	110
COc1ccc(-c2noc(CCC(=O)Nc3ccc(C)c(C)c3)n2)cc1	87
COc1ccc(N2C(=O)CCC(C(=O)Nc3cccc(C)n3)C2c2ccc(OC)c(OC)c2)cc1 (stereo not given)	105
Cc1ccc(OCC(=O)N2CCC(N3CCCCCC3)CC2)cc1	83
Cc1cnc(NC(=O)c2ccco2)s1	88

(list continues)
SMILES	SKBR3 24h inh
COc1cc(/C=N/n2cnnc2)ccc1OC(=O)c1ccncc1	103
CCOc1ccc(S(=O)(=O)n2nnc3ccccc32)cc1C(C)C	83
N#C/C(=C1\CCCN1)c1ccc2ccccc2n1	94
COC(=O)c1c(NC(=O)CN2CCN(c3ccccc3)CC2)c2c(C)cccc2n1C	81
CC(OC(=O)c1cc2sccc2n1C)C(=O)NCc1ccc2c(c1)OCO2 (stereo not given)	97
O=C(O)C1C2C=CC(C2)C1C(=O)OCc1ccccc1 (stereo not given)	93
CCCN(CCC)c1nc2ccccc2nc1C(C#N)C(=O)OC(C)COC (stereo not given)	80
Cc1cccc(C)c1OCC(=O)Nc1cccc(NC(=O)c2ccco2)c1	81
Cc1ccc(S(=O)(=O)Cn2nnnc2CN(Cc2ccco2)Cc2cccs2)cc1	84
CN(C)C(=O)CSc1nnc(C23CC4CC(CC(C4)C2)C3)o1	92
O=C1c2ccccc2C(=O)N1Cc1nn2c(-c3ccc(Cl)cc3)nnc2s1	85
Cc1cc2c(c(=O)o1)C(C13C=CC(CC1)C3)C(C#N)=C(N)O2 (stereo not given)	96
CCCc1cc2c(c(NC(C)=O)n1)c(=O)oc1ccccc12	89
CS(=O)(=O)NC1c2cccc3cccc(c23)C1N1CCOCC1 (stereo not given)	84
CCCN(c1ccc(C(C)C)cc1)S(=O)(=O)c1c(C)[nH]c(=O)[nH]c1=O	75
O=C(Nn1cc(C(=O)N2CCN(c3ccccc3F)CC2)c2ccccc2c1=O)c1cnccn1	98
CNC(=O)C1CC(=O)N(c2ccc(F)c(Cl)c2)C1 (stereo not given)	95
O=C(COC(=O)C1(c2ccccc2F)CCCC1)NC1CCS(=O)(=O)C1 (stereo not given)	90
CC(NC(=O)Nc1ccccn1)N1C(=O)C2C3C=CC(C3)C2C1=O (stereo not given)	82
CCCOC(=O)c1ccc(Oc2cn[nH]c2-c2ccc(OC)cc2O)cc1	78
Cc1nc(C)n(CC(O)COc2ccc3ccccc3c2)n1 (stereo not given)	87
CCOc1ccc(-c2nnn(CC(=O)Nc3cccc(OC)c3)n2)cc1OCC	77
CCOc1ccc(C(C)=O)cc1N1C(=O)C2C3C=CC(O3)C2C1=O (stereo not given)	78
O=C(NS(=O)(=O)c1ccc(NC(=O)C2CCCO2)cc1)c1ccccc1 (stereo not given)	98
COC1=C(OC)c2ccccc2C(C(=O)O)N/C1=C(/C)Nc1ccncc1 (stereo not given)	74
Cc1cccn2c(=O)c3cc(C#N)c(=NC(=O)c4ccncc4)n(CCCOC(C)C)c3nc12	80
Cc1cccc(OCC(=O)N(Cc2cccs2)C2CCS(=O)(=O)C2)c1 (stereo not given)	89
Nc1nnnn1CC(=O)OCc1cccc(Br)c1	95
O=S(=O)(c1ccccc1)N1CCC(N2CCN(c3ccccc3)CC2)CC1	126
COc1ccc(C(=O)CSc2nnc(-c3ccoc3C)n2CC2CCCO2)cc1 (stereo not given)	87
COC(=O)Nc1ncc(CN2C(=O)c3ccccc3C2=O)s1	93
CC(=O)c1cccc(NC(=O)N2CCCC2C(=O)Nc2cccc(C)c2C)c1 (stereo not given)	78
COCCNC(=O)C(c1ccc(C)o1)N(CC1CCCO1)C(=O)Cn1nnc2ccccc21 (stereo not given)	98
Cc1csc(SCC(=O)Nc2cccc3nsnc23)n1	123
CN(C(=O)c1c(Cl)nc2sccn12)C1CCCCC1	124
CCn1nnc(C(=O)O)c1C(=O)O	95
N#Cc1c(NC(=O)CN2CCN(S(=O)(=O)c3ccc4c(c3)OCCO4)CC2)sc2c1CCC2	81
CS(=O)(=O)Nc1ccc(C(=O)NCCC2=CCCCC2)cc1	83
COc1ccc(-c2sccc2C(C)C(=O)O)cc1 (stereo not given)	100
CCOC(=O)C1=C(c2ccccc2)NC(=O)NC1c1ccc(OCC#N)c(OC)c1 (stereo not given)	89
CC1(C)Cc2ccccc2C(=NCCCC(=O)O)N1	105
CCOC(=O)C1CCCN(c2cc(C)nc3cc(-c4ccc(F)cc4)nn23)C1 (stereo not given)	94
O=C(NCc1ccco1)c1ccccc1Br	80
CCCCOC(=O)n1c(=O)oc2cc(S(=O)(=O)N3CCCCC3)ccc21	79
COc1ccc(S(=O)(=O)n2c(CCN3CCOCC3)nc3ccccc32)cc1	73
COc1cc2c(cc1OC)/C(=C/C(=O)N1CCOCC1)NC(C)(C)C2	89
O=c1c2c3nc4ccccc4nc3n(/N=C/c3cccs3)c2ncn1-c1ccccc1	97
COc1ccc(Cn2nnnc2C(c2cccs2)N2CCN(c3ccccc3)CC2)cc1 (stereo not given)	83
Cc1ccccc1-c1nc2cc(N)ccc2o1	84
CCN(CC)CCCN1C(=O)C(O)=C(C(=O)c2cc3ccccc3o2)C1c1ccccn1 (stereo not given)	101
O=C(NCSc1ccncn1)c1ccccc1	92
CN1CCN(CCCCOc2ccc(F)cc2)CC1	68
COc1ccc(CCNC(=O)c2cc(-c3cccs3)on2)cc1OC	84
O=C(CN1C(=O)c2cccc3cccc1c23)N1CCc2ccccc2C1	87
O=C(c1ccco1)N1CCN(C(=O)C2Cc3ccccc3CN2S(=O)(=O)c2ccc(F)cc2)CC1 (stereo not given)	80
COCCCN1C(=O)C(O)=C(C(=O)c2ccco2)C1c1ccc(Br)cc1 (stereo not given)	90
N#CCCN1CCN(C(CNS(=O)(=O)c2ccc(Cl)cc2)c2ccccc2)CC1 (stereo not given)	95
Cc1cccc(OCCOCCSc2ncccn2)c1	97
CC(C)=CC(=O)Nc1ccc2c(c1)OCO2	73
CC(=O)Nc1ccc(S(=O)(=O)CCC#N)cc1	109

Continued:
SMILES	SKBR3 24h inh
O=C(NCCCN1CCOCC1)c1cc(-c2cccs2)on1	73
Cc1ccc(Cn2ccc(NC(=O)c3cc(-c4ccco4)on3)n2)cc1	96
C#CC(C)(CC)NC(=O)c1cc(OC)c(OC)c(OC)c1 (stereo not given)	89
Cc1cccc(NS(=O)(=O)c2cccs2)n1	104
Nc1nc(CSc2nc3ccccc3[nH]2)nc(N2CCOCC2)n1	97

This is a subset, so the mix of outcomes need not match the whole.
